Bioassay records deposited in PubChem by several laboratories.
Peg3 promoter = reduces Peg3 promoter-driven luciferase expression in HeLa; inhibition, % at 20 µM; AID 588405; HeLa PEG-Prom luciferase reporter, luminescence, overnight; hit rate 1.7% among 360,000;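 active = inhibition of at least 50% at 20 µM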
TRPM1 prom inh = inhibitors of MITF-driven TRPM1 promoter in melanoma cells; SK-MEL-5 TRPM1 promoter luciferase, 24 h; inhibition, % at 12.5 µM; hit rate 0.83% among 330,000;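 active = mean inhibition across replicates of 60% or more, whatever share of single replicates reaches that level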; also: values of inactives mirror those of a sister screen read the other way
HTR2A ag = mouse HTR2A agonism via beta-arrestin recruitment; P35363; activation, % at 7.6 µM; CHO-K1 mHTR2A beta-arrestin complementation, luminescence; percent of 30 µM serotonin response; hit rate 0.66% among 360,000;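 active = activation above a run cutoff, the mean activation of all tested compounds plus 3 SD, cut at about 14% in these data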;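 also: 0% = plate median of compound wells and 100% = 30 µM serotonin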
Target sequence (P35363 whole entry, looked up): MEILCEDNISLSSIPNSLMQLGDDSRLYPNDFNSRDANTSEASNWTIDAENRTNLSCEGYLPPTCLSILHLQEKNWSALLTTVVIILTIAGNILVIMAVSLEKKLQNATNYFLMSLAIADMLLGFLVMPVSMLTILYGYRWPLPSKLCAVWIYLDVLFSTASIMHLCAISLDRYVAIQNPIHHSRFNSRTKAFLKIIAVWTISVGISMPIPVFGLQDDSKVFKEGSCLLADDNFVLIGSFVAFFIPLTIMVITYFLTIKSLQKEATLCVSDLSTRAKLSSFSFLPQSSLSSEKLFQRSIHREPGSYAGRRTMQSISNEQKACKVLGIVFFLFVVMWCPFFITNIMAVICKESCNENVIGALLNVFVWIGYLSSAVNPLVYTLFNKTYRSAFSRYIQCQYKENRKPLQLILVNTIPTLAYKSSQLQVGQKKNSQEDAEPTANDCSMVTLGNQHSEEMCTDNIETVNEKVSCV
CaV13 FRET inh = Primary screen for inhibitors of IQ motif and Ca2+-dependent inactivation inhibitor domain binding in CACNA1D, Förster resonance energy transfer in living cells, …; inhibition, % at 12.3 µM; hit rate 0.098% among 340,000; HEK cells, CFP/YFP FRET ICDI-IQ, plate reader, 10 min; percent FRET-ratio fall versus neutral wells;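 active = mean replicate inhibition of at least 30% and at least 1% of replicates passing that level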;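 also: 0% = median of the neutral control wells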
Cardio protect = myocardial damage modulation in H9c2 cells; H9c2 cardiomyocytes, H2O2 injury protection, ATPLite, 2 h; protection from H2O2 cell death, % at 20 µM; hit rate 0.63% among 360,000; AID 588492;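 active = compounds giving at least 50% protection of heart cells from peroxide-induced death in the single-dose screen, raw or plate-pattern-corrected value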;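 also: 0% = DMSO wells with peroxide and 100% = DMSO wells without peroxide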
Shn3 3UTR inh = Schnurri-3 reporter inhibition in Clone20 osteoblasts; Clone20 osteoblast Shn3 3'UTR firefly luciferase, 24 h; hit rate 0.52% among 360,000; inhibition, % at 12.5 µM; AID 588674;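 active = mean inhibition of at least 75% with every replicate also reaching 75%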;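 also: 0% = median of neutral control wells and 100% = pilot-screen positive control compound; some compounds past the cut are filed as inactive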
HIF-2a block = inhibitors of HIF-2a; 786-0 RCC cells HIF-2a reporter, luciferase luminescence, overnight; inhibition, % at 18.8 µM; hit rate 0.72% among 360,000;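 active = inhibition of the luminescence signal of 40% or more relative to plate controls, in a single-dose primary screen at 18.75 µM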
hiPSC survival = enhancers of human iPSC single-cell survival; hiPSC single-cell survival, ATPlite luminescence; 100% = ROCK inhibitor wells, 0% = DMSO; hit rate 0.044% among 360,000; survival enhancement, % at 20 µM; AID 602274; in the data active = survival enhancement above about 18%;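 also: cells exposed to compounds for 16 hours before the ATP read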
NR2E3 ag-1 = agonists of human NR2E3 nuclear receptor; AID 602229; inhibition of corepressor binding, % at 3.98 µM; hit rate 0.35% among 360,000; CHO-S Gal4-NCOR/VP16-NR2E3 two-hybrid, luciferase;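 active = inhibition above the mean of all tested compounds plus 3 SD, cut at about 70% in these data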;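 also: 0% = DMSO with NR2E3 transfected cells and 100% = cells lacking NR2E3 construct; higher means lower luciferase signal from less NR2E3 corepressor binding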
Target sequence (Q9Y5X4 whole entry, looked up, the tested form may be a part): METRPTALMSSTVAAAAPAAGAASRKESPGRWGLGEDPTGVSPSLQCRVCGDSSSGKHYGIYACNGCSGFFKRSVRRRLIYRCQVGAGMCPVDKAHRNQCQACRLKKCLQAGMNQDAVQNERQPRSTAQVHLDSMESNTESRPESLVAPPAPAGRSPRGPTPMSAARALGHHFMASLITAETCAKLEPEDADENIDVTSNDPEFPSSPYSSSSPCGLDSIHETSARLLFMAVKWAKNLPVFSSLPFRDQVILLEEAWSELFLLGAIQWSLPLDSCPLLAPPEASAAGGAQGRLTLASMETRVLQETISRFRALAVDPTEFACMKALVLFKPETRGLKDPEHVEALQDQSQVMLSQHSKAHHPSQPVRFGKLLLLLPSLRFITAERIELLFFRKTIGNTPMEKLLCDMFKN
PDI inh = PDI (human) enzyme inhibition | P07237 | PDI insulin aggregation turbidity, A650, 90 min | inhibition, % at 10 µM | hit rate 0.052% among 350,000 | AID 588391;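 active = mean inhibition across replicates of 30% or more, whatever share of single replicates reach that level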;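 also: absorbance from insulin aggregation driven by PDI reduction with DTT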
NR2E3 ag-2 = agonists of human nuclear receptor NR2E3; Q9Y5X4; hit rate 0.12% among 320,000; AID 2300; GST-NR2E3/biotin-RetCOR TR-FRET, 1536-well; inhibition of corepressor binding, % at 4.78 µM;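 active = percent inhibition above the cutoff of mean plus 3 SD of all tested compounds, set per screening campaign, cut at about 20% in these data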;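 also: 0% = DMSO wells and 100% = biotin wells as full block of FRET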
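Assay system: NR2E3–RetCOR corepressor complex. Quantity: 1.35 nM GST-NR2E3. Buffer or medium: pH 7.5 Tris-based buffer. Reagent: biotinylated RetCOR corepressor at 7 nM final. Schedule: 5 h at 4 °C. Detection: TR-FRET, emission read at 617 and 671 nm. Replicates: one well per compound, singlicate testing.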
* marks the source's active call; other numbers are inactive results; · = no result given.

SMILES	Peg3 promoter	TRPM1 prom inh	HTR2A ag	CaV13 FRET inh	Cardio protect	Shn3 3UTR inh	HIF-2a block	hiPSC survival	NR2E3 ag-1	PDI inh	NR2E3 ag-2
COc1ccc(C(=O)COC(=O)/C=C/c2ccccc2)c(OC)c1	-95	-4	6	-4	-5	-6	-97	-0.4	13	4	0
O=C(NC(c1ccccc1)c1ccccc1)C1CCCN(S(=O)(=O)c2cnc[nH]2)C1 (centres undefined)	6	-4	-6	12	-1	13	3	-1.4	-1	3	4
Cc1ccccc1C1NC(=O)Cc2ccccc21 (centres undefined)	5	13	2	-5	1	-7	14	0.7	16	13	4
CCOC(=O)[C@H]1[C@H]2COc3ccccc3[C@@H]2N2C(=O)CNC(=O)[C@@]12C	-3	7	7	-4	2	6	8	-2.3	26	0	0
COCCNC(=O)C1(C)CCN(Cc2ccc(C(C)C)cc2)C1 (centres undefined)	-4	·	-5	-6	1	5	7	-0.8	-13	-2	·
Cc1ccc(N(C(=O)c2snc(C(N)=O)c2N)C(C(=O)NC2CCCC2)c2ccc(C)o2)cc1 (centres undefined)	27	1	6	-5	17	15	15	0.4	-30	8	4
COc1ccc(C[C@H]2CN3C(=NC[C@@H]3Cc3ccc(O)cc3)N2C[C@H](C)NC(=O)CCC2CCCCC2)cc1	63*	-4	-10	-9	-10	6	-11	3.0	-12	18	1
CCOc1ccc(N(CC(=O)Nc2ccc(Br)cc2)S(C)(=O)=O)cc1	-88	-26	1	-20	-1	-9	-150	-0.3	-81	4	-3
CCOc1ccc(/C=N/NC(=O)c2cccc3ccccc23)c(OCC)c1	14	19	3	·	8	-13	6	-0.3	11	4	·
O=C(NCCC(=O)N1CCN(c2ccccc2F)CC1)c1ccco1	-67	-19	-8	-4	9	-33	-66	-0.5	-12	6	1
CCCCc1nnc(NC(=O)CCSc2ccccc2)s1	-17	-5	1	-9	9	-9	-49	-1.5	-25	-7	0
Cc1cccc(OC(C)C(=O)N(Cc2cccs2)C2CCS(=O)(=O)C2)c1C (centres undefined)	2	-5	-1	-4	-3	-3	0	-0.6	-1	18	2
CCOc1ncccc1C(=O)N1CCN(c2ccc(C(F)(F)F)cn2)CC1	-5	8	3	1	2	10	3	0.5	-21	2	-2
Cc1ccc(NC(=O)c2cc3cccc([N+](=O)[O-])c3[nH]2)cc1	-320	-65	-7	-4	-11	-57	-303	-0.1	-210	-12	-4
COc1ccc(Nc2nc(C(=O)NCCCN3CCOCC3)cs2)cc1	3	7	-3	-6	7	21	0	4.8	-3	8	-5
O=S(=O)(Nc1ccccc1OC(F)F)c1ccc(S(=O)(=O)N2CCCC2)cc1	13	10	0	-2	-3	-8	4	8.1	16	-13	-3
NS(=O)(=O)c1ccc(CCNC/C=C/c2ccccc2)cc1	-6	-4	-11	-20	3	15	7	-0.4	-19	2	0
Cc1cc(Nc2ccc(Cl)cc2)nc(-c2ccccc2O)n1	-68	-21	-10	-3	-9	-4	-47	-0.2	-27	1	·
CCc1nnc(NC(=O)C2CCN(C(=O)NC3CCCCC3)CC2)s1	18	-10	1	-4	-1	-2	18	-0.2	-3	-20	1
CCN(CC)C(=O)COc1ccc(/C(C)=N/NC(=O)c2ccccc2O)cc1	-53	-6	-3	-2	-13	-33	-27	-0.3	-15	-2	1
Cc1cc(C)cc(N2CC(C)(C)C2=O)c1	-2	5	3	-2	4	50	8	-0.4	-23	7	1
CCN(CC)S(=O)(=O)c1ccc2c(c1)N(CC(=O)NCc1ccco1)C(=O)CO2	4	-8	3	4	1	8	15	-0.6	-10	1	3
COc1ccccc1Cc1c(-c2ccc(C)cc2)nc2c(C)cc(Br)cn12	29	·	-3	-5	-2	11	-18	10	-8	·	·
CSc1sc(C(=O)NN)c2c1C1(CCC2)SCCS1	16	9	-6	-20	25	·	9	-0.4	-17	-9	-4
COc1cc(/C=C/C(=O)c2c(O)ccc3c(C)cc(=O)oc23)ccc1O	44	2	2	-3	21	-20	29	-0.3	-27	4	4
Cc1ccc(S(=O)(=O)c2ccc(Cl)cc2)cc1S(N)(=O)=O	7	6	-1	-3	1	-4	14	0.1	-30	4	-1
O=C(c1ccco1)N1CCN(C(c2ccc(F)cc2)c2nnnn2CC2CCCO2)CC1 (centres undefined)	-1	-6	-1	0	4	-51	-3	5.4	-14	-1	2
O=C(CCC(=O)N1CCN(S(=O)(=O)c2ccccc2)CC1)c1cccs1	9	-8	2	-4	9	-6	13	3.1	-24	2	-1
Cc1ccc(F)cc1C(=O)N1CCCC(c2cc(C(=O)NCc3ccccc3)no2)C1 (centres undefined)	18	·	-3	-6	7	15	4	0.0	-27	3	·
CC(=O)c1ccc(OCc2cccc(C(F)(F)F)c2)cc1O	-97	-12	-1	-2	-7	-22	-143	2.1	5	-5	7
O=C(CCC(=O)N1CCOc2ccc(Cl)cc21)NCCCN1CCN(c2ccccc2F)CC1	0	·	-9	-6	11	6	-1	2.1	-20	·	-2
C/C(Cc1ccccc1)=N\NC(=O)CNC(=O)c1ccc(C(C)(C)C)cc1	-4	-7	3	3	-2	-22	-12	4.8	-8	-15	-1
N[C@@H](Cc1ccccc1)C(=O)N1CCC(C(=O)NCC(=O)Nc2ccc(F)cc2)CC1	-16	-2	-4	-17	-4	-15	-10	0.5	4	4	0
Nc1nc(-c2ccc3c(c2)CCCC3)cs1	-321	-91	5	·	-11	-79	-186	-0.3	-135	2	-1
Cc1ccccc1C(=O)N1CCC(C(=O)NC2CCCCC2)CC1	2	-6	9	-3	-3	-17	-4	-0.4	2	6	6
O=C(NC1CCCCC1)c1cccnc1C(=O)O	13	-7	1	-11	1	-3	9	-2.2	-9	-12	-5

In a second layout: 2 of the compounds above
Below each SMILES: Peg3 promoter | TRPM1 prom inh | HTR2A ag | CaV13 FRET inh | Cardio protect | Shn3 3UTR inh | HIF-2a block | hiPSC survival | NR2E3 ag-1 | PDI inh | NR2E3 ag-2
- C/C(Cc1ccccc1)=N\NC(=O)CNC(=O)c1ccc(C(C)(C)C)cc1
 : -4 | -7 | 3 | 3 | -2 | -22 | -12 | 4.8 | -8 | -15 | -1
- O=C(c1ccco1)N1CCN(C(c2ccc(F)cc2)c2nnnn2CC2CCCO2)CC1 (centres undefined)
 : -1 | -6 | -1 | 0 | 4 | -51 | -3 | 5.4 | -14 | -1 | 2

Further records:
SMILES	Peg3 promoter	TRPM1 prom inh	HTR2A ag	CaV13 FRET inh	Cardio protect	Shn3 3UTR inh	HIF-2a block	hiPSC survival	NR2E3 ag-1	PDI inh	NR2E3 ag-2
Cc1ccc(CN(C)CC(=O)Nc2cccc([N+](=O)[O-])c2)o1	6	7	-2	-16	-2	-4	6	-0.2	-11	5	2
O=S(=O)(Nc1cccc(-c2ccc3nncn3n2)c1)c1cccc(F)c1	3	6	-2	-5	13	-21	9	0.0	8	-2	-2
Cc1nn(Cc2ccccc2Cl)c(C)c1NC(=O)c1nc2ncccn2n1	-15	-1	-3	·	9	-3	5	0.6	-17	7	-1
COc1ccc(C)cc1NC(=O)c1ccc(OCc2c(C)noc2C)cc1	0	-2	-1	-6	2	8	-15	2.8	-23	3	·
CCc1ccc(NCc2ccc(OC)c(Cn3ccnc3)c2)cc1	-35	-30	-11	-3	-16	49	-66	0.7	52	-56	1
N#C/C(=C/c1cc(Br)cs1)C(=O)NCC1CCCO1 (centres undefined)	-29	-6	-2	-1	4	9	-1	1.5	-5	0	1
CCCCc1nc2sc3c(c2c(=O)[nH]1)CC(C)(C)OC3	-4	-12	2	-5	-4	1	8	0.8	-23	-6	4
Cc1ccc(NC(=O)c2ccccc2NC(=O)c2cccs2)cc1	-9	-18	1	-2	0	-81	-94	-0.5	-36	6	2
CC(=O)N1c2ccc(S(=O)(=O)NCC3CCC(C(=O)N4CCCCC4)CC3)cc2CC1C (centres undefined)	-2	11	-4	-2	-6	14	8	2.1	-2	-4	-1
O=C(Cn1nc(-c2cccs2)ccc1=O)Nc1ccc(Br)cc1	5	-3	-2	-3	-5	7	5	0.6	-2	10	-1
O=C(c1cc2ccccc2o1)N(Cc1nnc(-c2ccccc2Cl)o1)C1CC1	-139	-21	-9	-14	-6	-57	-224	-0.4	-35	1	1
CSc1nc2ccc(NC(=O)C3=NN(c4ccccc4)C(=O)CC3)cc2s1	-61	7	1	-16	9	-4	-93	-0.7	-94	5	0
CC(C)CC(N)c1csc(Nc2ccc(C(F)(F)F)cn2)n1 (centres undefined)	102*	·	0	-12	-32	12	-11	-2.3	-18	1	·
Cc1ccc(CNC(=O)C2CCN(S(=O)(=O)N3CCC(C)CC3)CC2)cc1	18	·	1	-9	7	19	8	2.4	-18	-5	·
O=C1CS/C(=N\N=C\c2ccccc2Cl)N1CC1CC1	3	3	-3	-3	1	1	-29	0.8	-44	4	1
COc1ccccc1N1CCN(C(=O)CCCn2c(=O)[nH]c3ccsc3c2=O)CC1	16	9	8	-6	21	5	21	-0.6	4	-3	4
Cc1c(S(=O)(=O)c2ccccn2)c(N)n(Cc2ccccc2)c1C	9	·	-2	-5	-2	·	13	0.1	1	7	1
CCOC(=O)N1CCC(N(CCOC)C(=O)Nc2ccc(C)c(C)c2)CC1	25	3	-1	-3	-1	0	24	-0.6	-4	-3	-2
COc1ccc(S(=O)(=O)N(CC(=O)N2CCOCC2)c2cc(Cl)ccc2OC)cc1OC	-3	-1	0	·	8	3	3	-1.8	1	2	3
COc1ccc(CCNC(=O)c2ccc(CNS(=O)(=O)c3ccc(C(C)(C)C)cc3)cc2)cc1OC	13	-3	0	-6	7	30	5	1.1	12	-4	2
O=C(O)CN1C(=O)/C(=C\c2cc(Br)ccc2OCc2ccc(Cl)cc2Cl)SC1=S	1	1	0	·	-5	5	2	0.3	-18	10	-1
CC(NCc1ccc(OCC(N)=O)cc1)C12CC3CC(CC(C3)C1)C2 (centres undefined)	3	-1	1	-20	-6	-3	13	1.4	-3	-2	1
O=C(C/C=N/OCc1c(Cl)cccc1Cl)c1cnc(-c2ccccc2)s1	-12	-8	0	·	-14	1	-38	-2.8	-26	-2	-1
COc1ccccc1C(=O)NC(=S)Nc1ccc(N2CCN(C(=O)c3ccco3)CC2)cc1	2	18	2	·	0	77	-2	-0.3	0	-3	1
FC(F)(F)c1cccc(-c2cc3nc(NC4CCCCC4)ccn3n2)c1	-53	·	1	-6	-4	9	-168	-2.8	-53	-2	·
CCNc1nc(Oc2ccc(Cl)cc2Cl)cc(C(F)(F)F)n1	7	-1	-4	-3	-18	17	8	3.6	-16	7	3
C=CCn1c(SCC(=O)Nc2ccc(F)cc2F)nc2c([nH]c3ccccc32)c1=O	30	19	-1	-6	1	2	12	-0.3	0	-2	3
COC(=O)C(NC(=O)c1ccccc1Cl)(Nc1ncc(S(=O)(=O)c2ccc([N+](=O)[O-])cc2)s1)C(F)(F)F (centres undefined)	20	3	-5	-5	-2	5	13	6.2	4	-1	0
COc1ccc(CNC(=O)CC(NC(N)=O)c2ccccc2Cl)cc1OC (centres undefined)	7	-4	-2	-4	-5	2	9	-0.6	-10	1	-1
